# High-throughput results as filed in PubChem BioAssay.
# C-LANA FP: KSHV C-LANA DNA binding inhibition. MBP-C-LANA/FAM-LBS DNA binding, fluorescence polarization. inhibition, % at 9 µM. actives 0.078% (n = 340,000). AID 504423;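 active = highest replicate inhibition at or above 60% at 9 µM, even if other replicates fall short; inactive = all replicates below 60% inhibition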;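 also: 0% = neutral control wells and 100% = 4 µM acridine orange control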
# Keap1 Nrf2 FP: disrupts human Keap1 binding to Nrf2 peptide | Q14145 | Keap1 Kelch-Nrf2 peptide fluorescence polarization, 1536-well | inhibition, % at 9.4 µM | actives 0.15% (n = 340,000) | AID 504523; in the data active = inhibition above about 12%;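 also: human Keap1 Kelch domain with fluorescein labeled Nrf2 9mer peptide probe; 0% = neutral control wells and 100% = peptide positive control; higher means more block of Keap1 binding to Nrf2 peptide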
# Target sequence (Q14145 whole entry, looked up, the tested form may be a part): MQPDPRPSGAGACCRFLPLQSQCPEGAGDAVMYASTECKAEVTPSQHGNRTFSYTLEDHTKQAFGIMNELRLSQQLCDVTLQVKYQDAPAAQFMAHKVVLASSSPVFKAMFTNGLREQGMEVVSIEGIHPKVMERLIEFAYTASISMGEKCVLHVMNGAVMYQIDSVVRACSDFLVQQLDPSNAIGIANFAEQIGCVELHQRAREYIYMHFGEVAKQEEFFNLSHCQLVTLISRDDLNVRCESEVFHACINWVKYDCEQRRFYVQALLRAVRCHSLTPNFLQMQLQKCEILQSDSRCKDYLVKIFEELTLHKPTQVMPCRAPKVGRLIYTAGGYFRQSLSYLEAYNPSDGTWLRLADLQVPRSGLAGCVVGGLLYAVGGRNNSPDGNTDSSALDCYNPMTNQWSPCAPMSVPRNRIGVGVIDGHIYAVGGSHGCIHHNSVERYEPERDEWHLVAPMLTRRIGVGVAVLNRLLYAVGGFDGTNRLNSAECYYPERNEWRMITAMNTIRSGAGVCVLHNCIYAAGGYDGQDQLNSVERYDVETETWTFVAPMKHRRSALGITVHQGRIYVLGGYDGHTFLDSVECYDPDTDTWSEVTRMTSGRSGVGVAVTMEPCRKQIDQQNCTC
# PKA-R2B act: activators of human PKA-R2B complex; P22694+P31323; PKA-R2B holoenzyme dissociation, Cy5-IP20 fluorescence polarization; R2B truncated from residue 108, S112A mutant; 0% DMSO only, 100% 113 µM cGMP; activation, % at 11.4 µM; actives 0.079% (n = 340,000);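 active = activation above a cutoff set at the mean over all compounds plus 3 SD, cut at about 18% in these data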;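 also: higher means more holoenzyme dissociation and a rise in polarization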
# Target sequence (P31323 whole entry, looked up, other chains not shown, the tested form may be a part): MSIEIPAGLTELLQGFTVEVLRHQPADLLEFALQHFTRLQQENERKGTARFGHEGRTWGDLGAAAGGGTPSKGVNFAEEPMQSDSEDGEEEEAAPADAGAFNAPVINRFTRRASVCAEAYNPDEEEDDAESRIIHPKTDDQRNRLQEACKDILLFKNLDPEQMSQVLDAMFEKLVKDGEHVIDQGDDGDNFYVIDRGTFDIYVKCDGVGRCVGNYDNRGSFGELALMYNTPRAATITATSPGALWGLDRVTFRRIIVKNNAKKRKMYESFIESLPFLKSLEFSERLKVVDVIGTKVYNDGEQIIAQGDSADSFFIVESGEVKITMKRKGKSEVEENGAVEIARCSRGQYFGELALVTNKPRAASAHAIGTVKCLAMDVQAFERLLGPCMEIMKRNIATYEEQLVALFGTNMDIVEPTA
# SR-BI DiI-HDL act: SR-BI HDL lipid transfer activation; CHO ldlA[mSR-BI] cells, DiI-HDL uptake fluorescence, 3 h; 100 = double the neutral-control signal; activation, % at 12.5 µM; actives 0.096% (n = 320,000); AID 504775;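 active = mean replicate activation of at least 60% and every replicate at or above 60%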;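 also: 0% = median plate neutral-control signal and 100% = twice that signal; values of inactives mirror those of a sister screen read the other way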
#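 material = CHO ldlA[mSR-BI] cells | medium = Ham's F12 with 0.5% BSA, HEPES 25 mM, pH 7.4 | reagent = fluorescent DiI-HDL, 10 µg/mL final | compound dosing = single-point compound dose | incubation = 3 h, 37 °C | measured by = bottom-read fluorescence, 550/595 nm | measure = HDL uptake via cellular fluorescence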
# NSD2 inh: inhibitors of human histone methyltransferase NSD2. NSD2 peptide methylation, AlphaScreen, 120 min. actives 0.54% (n = 310,000). AID 743445. inhibition, % at 12.5 µM; in the data active = inhibition above about 50%
# DAGLB inh: diacylglycerol lipase beta (human) inhibition. HEK293T DAGLB membrane lysate, EnzChek fluorogenic substrate. actives 0.059% (n = 340,000). Q8NCG7. inhibition, % at 5.17 µM. AID 504411; in the data active = inhibition above about 34%;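 also: 0% = enzyme with vehicle and 100% = wells lacking enzyme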
# Cardiac RTF inh: cardiac RTF calcium desensitization. actives 0.12% (n = 340,000). P19429+P45379. AID 493244. IANBD-labeled cardiac RTF, Ca2+ fluorescence. inhibition, % at 7.15 µM;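 active = inhibition above the mean inhibition of all tested compounds plus 3 SD, cut at about 17% in these data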;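 also: assay run at fixed EC70 calcium of 1.6 mM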
# Arrestin-AP2 inh: inhibitors of human beta-arrestin and AP2 interaction; AID 504490; actives 0.31% (n = 340,000); inhibition, % at 10 µM; FITC-arrestin peptide / GST-AP2 beads, flow cytometry; AP2 beta2 appendage carries R879A mutation;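 active = inhibition above a set limit, near 3 SD of compounds lacking own fluorescence, cut at about 54% in these data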;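 also: plate controls were DMSO wells for no effect and 5 µM unlabelled arrestin peptide for full effect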
#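 System: GST-AP2 R879A glutathione beads; medium: PBS, Tween 20 0.05%, BSA 0.1%; reagent: fluorescein-tagged arrestin peptide at 50 nM final; schedule: pre-incubation 12 min, peptide binding 1 h, room temperature; detection: flow cytometry, FL1 (488/535 nm); read-out: inhibition as reduced fluorescein signal on beads, percent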
# PvdQ acylase: blocks Pseudomonas aeruginosa PvdQ acylase activity; purified PvdQ acylase, fluorescence plate reader; inhibition, % at 10 µM; actives 0.063% (n = 340,000); in the data active = inhibition above about 30%, passing the limit was not always enough;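 also: 0% = vehicle neutral wells and 100% = reference inhibitor wells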
# SR-BI HDL uptake: mouse SR-BI HDL lipid transfer inhibition; Q61009; ldlA[mSR-BI] CHO cells, DiI-HDL uptake fluorescence, 3 h; inhibition, % at 12.5 µM; actives 0.96% (n = 320,000);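 active = mean replicate inhibition of at least 70% and a set share of replicates each scoring 70 or more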;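 also: 0% = median of neutral control wells and 100% = median of positive control wells; values of inactives mirror those of a sister screen read the other way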
# * = called active by the depositor; x = no result given.
SMILES,C-LANA FP,Keap1 Nrf2 FP,PKA-R2B act,SR-BI DiI-HDL act,NSD2 inh,DAGLB inh,Cardiac RTF inh,Arrestin-AP2 inh,PvdQ acylase,SR-BI HDL uptake
CC(=O)NC(CC(=O)O)C(=O)O (configuration not stated),-3.6,-8,2,3,x,2,-4,3,-4,-3
S=C(NCCc1ccccn1)Nc1ccccc1,-0.9,-3,-9,4,-1,-2,-2,-14,-13,-4
COC(=O)c1c(-c2cccs2)csc1NC(=O)c1cccnc1,-1.3,-5,-1,-19,-2,-16,-4,19,6,19
COc1cccc(NC(=O)C2CC(=O)n3cnnc3S2)c1 (configuration not stated),0.1,-1,6,13,4,-1,-1,6,-15,-13
Cc1cc(O)c(C(C)C)cc1N=Cc1ccccc1O,0.1,6,0,x,-4,-1,-2,29,-14,x
C=C(C)CNC(=S)NN=C1c2ccccc2-c2ccccc21,-0.2,1,-5,-11,x,-10,-2,6,2,11
COc1ccc(-c2noc(COc3ccc(C)c(C)c3)n2)cc1OC,1.4,4,-3,-29,-2,-13,-5,0,-2,29
CCN(CC)c1ccc(/C=N/NC(=O)c2c(-c3ccccc3)noc2C)cc1,-1.4,2,-10,-8,4,3,-5,18,-1,8
O=C1CCCN1CC(=O)N1CCCC(N2CCN(c3cccc(Cl)c3)CC2)C1 (configuration not stated),0.2,-1,-6,-10,-2,-1,6,27,11,10
CN(C)CCCN=c1cc(-c2ccccc2)oc2ccc(Cl)cc12,-4.8,-5,1,13,17,0,-3,52,0,-13
COc1cc(Cl)c(C)cc1NC(=O)CN1C(=O)C2CC=CCC2C1=O (configuration not stated),0.2,-2,-1,-63,-8,-1,-2,-2,9,63
O=C1CC(N2CCN(c3ccccc3)CC2)C(=O)N1c1cccc(Br)c1 (configuration not stated),-0.5,0,-2,12,-1,-1,-6,6,-7,-12
COc1ccc(NS(=O)(=O)/C=C/c2ccc(OC)c(OC)c2)cc1,-0.1,-6,-14,1,-1,0,3,-2,6,-1
O=C(/C=C/c1ccccc1)COC(=O)c1ccccc1,22,-6,-4,21,0,1,-2,12,0,-21
O=[N+]([O-])c1ccc(-c2cc(-c3ccncc3)nc3ccc4ccccc4c23)cc1,-0.9,-3,13,-68,-4,-1,-1,12,-2,68
Brc1ccc(-c2cn3c(n2)SCC3)cc1,0.1,-2,5,1,-1,1,-6,40,5,-1
CCN1C(=O)[C@H]2[C@H]3CN=C(SCc4ccc(C(=O)OC)cc4)N3[C@@](C)(C(=O)OC)[C@H]2C1=O,-1.3,-2,3,16,x,-1,-6,6,-10,-16
C=CCOC(=O)C(=O)/C=C/c1coc2ccccc2c1=O,4.2,0,13,-12,x,1,-13,5,8,12
O=C(Cn1cnc([N+](=O)[O-])n1)N/N=C/c1cccc(Cl)c1,-1.1,-6,3,-5,0,-3,-10,-1,11,5
Nc1nnnn1/N=C/c1ccc(F)cc1,-0.4,2,-4,16,0,2,-8,17,-8,-16

# Laid out differently: two of the compounds above.
molecule	C-LANA FP	Keap1 Nrf2 FP	PKA-R2B act	SR-BI DiI-HDL act	NSD2 inh	DAGLB inh	Cardiac RTF inh	Arrestin-AP2 inh	PvdQ acylase	SR-BI HDL uptake
COC(=O)c1c(-c2cccs2)csc1NC(=O)c1cccnc1	-1.3	-5	-1	-19	-2	-16	-4	19	6	19
Nc1nnnn1/N=C/c1ccc(F)cc1	-0.4	2	-4	16	0	2	-8	17	-8	-16

# The list continues:
SMILES,C-LANA FP,Keap1 Nrf2 FP,PKA-R2B act,SR-BI DiI-HDL act,NSD2 inh,DAGLB inh,Cardiac RTF inh,Arrestin-AP2 inh,PvdQ acylase,SR-BI HDL uptake
Cc1ccc(N2C(=O)NC(NC(=O)C(C)(C)C)(C(F)(F)F)C2=O)cc1 (configuration not stated),0.8,4,0,5,-1,-1,1,-8,-9,-5
COc1ccc2nc3ccccc3nc2c1NC(=O)c1ccc(Cl)cc1Cl,1.1,-15,-3,-14,2,1,-35,-3,-7,14
COc1ccc(-n2cnnc2SCC(=O)NC2CCCCC2)cc1,-0.6,-4,-12,-8,1,-4,0,0,8,8
CCOC(=O)c1cc(NC(=O)NCc2ccco2)c(C)nc1C,0.2,-3,3,x,-1,-1,3,6,-12,0
CCN(C(=O)COc1nc(C)cc(C)c1C#N)c1ccccc1,0.8,4,14,11,0,-1,-6,30,3,-11
CCOc1ccccc1-n1nnnc1SCC(=O)NC(=O)Cc1ccccc1,0.9,-1,2,-25,-1,-5,-7,-12,-4,25
CCNNC(=O)C(O)(c1cccc(C)c1)c1cccc(C)c1,0.6,0,4,14,-1,-2,11,18,-6,-14
COc1ccc(C(=O)OCC(=O)c2ccc(Br)s2)c(OC)c1,-1.6,-2,-15,-5,1,-3,-39,-16,-11,5
CCOc1cc(C(N)=O)cc(Cl)c1OCc1ccccc1,-1.2,-1,7,-27,-4,-3,1,14,0,27
COc1ccc(CCN(C(=O)C(F)(F)F)C(C(=O)NC2CCCCC2)c2cccs2)cc1 (configuration not stated),0.1,-5,-2,-13,-5,-7,-9,7,-13,13
Cc1ccc(S(=O)(=O)N2CCN(S(=O)(=O)c3ccccc3)C2)cc1,-1.4,-3,6,5,-1,0,-6,-7,-23,-5
Cc1cc([N+](=O)[O-])nn1CCCC(=O)Nc1cccc(Cl)c1Cl,-0.7,-1,-4,x,-1,-2,-5,-7,-14,x
CCOc1ccc(C(=O)OCC(=O)NCCNC(=O)COC(=O)c2ccc(OCC)cc2)cc1,0.6,0,-5,-31,-2,1,-2,36,9,31
O=C(O)C1C2C=CC(C2)C1C(=O)NCCc1ccncc1 (configuration not stated),1.9,1,-10,4,15,-2,7,16,0,-4
Cc1cc2ccc(C)c(C)c2nc1SCC#N,0.3,-5,-8,-23,-4,-7,5,3,8,23
CCN(CC)S(=O)(=O)c1cc(C(=O)Nc2nncs2)c(Cl)cc1Cl,-1.1,-7,-8,15,0,3,4,5,-4,-15
Cc1cn2c(=O)c(C(=O)N3CCN(c4ccccc4)CC3)cnc2s1,-10.0,-1,-5,12,2,0,4,27,10,-12
COc1cc(NC(=O)NCCN2CCN(c3ccc(Cl)cc3)CC2)ccc1C,-1.0,0,-3,-17,-1,0,-11,-6,-9,17
O=C(NCc1cccs1)c1ccc(Cl)c(S(=O)(=O)N2CCCC2)c1,1.3,-3,-8,6,2,0,-11,2,-2,-6
COc1ccc(CC(=O)Nc2ccc(-c3nnc(-c4ccccc4)o3)cc2)cc1OC,0.8,-3,3,-25,0,-5,-1,1,-19,25
CN1CCN(C(=O)Nc2ccc3c(c2)N(C)C(=O)c2ccccc2S3)CC1,-0.4,-6,2,10,-4,1,6,1,-23,-10
CSCC[C@H](NC(=O)c1ccc2c(c1)OCO2)c1nnc2ccccn12,0.2,-2,-8,15,2,-1,1,1,-1,-15
O=C1ON=C(c2ccccc2)/C1=C\c1ccco1,0.4,-1,1,17,14,1,2,16,-3,-17
COC(=O)c1ccc(Cl)c(NC(=O)NC23CC4CC(CC(C4)C2)C3)c1,-1.7,3,-8,-34,-4,-10,0,-7,-5,34
CCn1c(SCC(=O)Nc2ccc3c(c2)oc2ccccc23)nnc1-c1ccc(N)cc1,0.5,2,-7,-17,x,1,-1,-11,-10,17
Cn1c(SCC(=O)Nc2nccs2)nnc1C1CC1,0.2,-3,4,34,-2,-1,-3,-9,-10,-34
COC(=O)[C@H](CC(C)C)NC(=O)N1CCCCC1C (some centres not stated),0.6,-1,-2,-5,0,-2,-4,6,-8,5
Cc1ccc(N(C)C(=O)C2CCN(S(=O)(=O)c3ccc4c(c3)oc(=O)n4C)CC2)cc1,-0.5,1,12,9,x,-5,-4,-8,-18,-9
N#C/C(=C\c1cccnc1)C(=O)Nc1ccccc1[N+](=O)[O-],1.1,2,10,2,4,0,-3,21,-15,-2
O=C(COC(=O)c1ccc2c(c1)OCO2)Nc1ccccc1F,-2.1,0,-1,16,-1,-4,1,-12,4,-16
O=C(Cc1cccc2ccccc12)N/N=C/C=C/c1cccc([N+](=O)[O-])c1,2.6,3,4,-4,-3,-3,-17,0,18,4
COc1cccc(NC(=O)NCc2ccccc2F)c1,-1.3,2,-4,24,-4,-1,-9,7,-9,-24
CC1CCN(c2ccc3c(c2)S(=O)(=O)c2cccc(C(=O)NC4CCCCC4)c2C3=O)CC1,1.6,-9,2,4,x,-5,-15,6,3,-4
COc1ccc(C2CCCN2C(=S)Nc2ccc(C)cc2C)cc1OC (configuration not stated),-0.5,-10,-1,-16,12,1,-11,6,-7,16
COc1ccc(C(=O)NCC(=O)OCC(=O)NC(=O)c2ccc(C(C)(C)C)cc2)cc1OC,1.0,3,-3,-6,-3,4,3,-5,-3,6
CCc1nnc(NC(=O)CSc2nnc(COc3ccccc3)n2Cc2ccccc2)s1,2.0,-1,2,22,0,2,-4,-4,-15,-22
CCn1c(SCc2nc3ccccc3nc2C)nnc1-c1cccs1,1.2,-3,2,2,9,-3,-10,9,-16,-2
COc1ccc(/C=N/NC(=O)c2cc(O)c(O)c(O)c2)cc1Cn1cc([N+](=O)[O-])cn1,17,-6,-4,21,73*,5,9,4,-9,-21
CC(=O)Nc1ccc(S(=O)(=O)NNC(=O)c2sc(=S)n(C)c2C)cc1,0.4,-3,4,4,-2,-2,4,31,4,-4
Cc1cccc(C)c1OC(=O)CCN1C(=O)C2C3C=CC(C4CC34)C2C1=O (configuration not stated),0.5,-1,-10,0,-1,-3,-3,0,-12,0
Cc1cc(C)nc(NC(=O)CSc2nn(C)c(=S)s2)n1,2.4,1,6,x,-2,2,-4,-3,-2,x
COC(=O)C1=C(C)N=C2SC(C)C(=O)N2C1c1cccc(F)c1 (configuration not stated),-0.9,-7,-12,-4,23,1,-1,14,-12,4
CC1CC(NS(=O)(=O)c2cccs2)CC(C)(C)C1 (configuration not stated),-1.0,-3,5,-1,-4,-8,1,25,2,1
CC1CN(S(=O)(=O)c2ccc(CN3C(=O)c4cccnc4C3=O)cc2)c2ccccc2O1 (configuration not stated),-8.6,-3,10,3,-1,3,-12,59*,6,-3
O=C(CCl)Nc1ncc(S(=O)(=O)c2ccc([N+](=O)[O-])cc2)s1,0.6,-3,1,20,1,-1,-4,4,-11,-20
CCOC(=O)c1c(-c2ccc(OC)cc2)csc1/N=C/C1C(=O)CCCC1=O,-0.6,-1,3,-13,0,3,-22,37,-12,13
CCC(=O)Oc1ccc2c(C)cc(=O)oc2c1C(=O)CC,-0.5,-7,x,14,1,x,x,4,-3,-14

# Single records (already shown). Order of values: C-LANA FP	Keap1 Nrf2 FP	PKA-R2B act	SR-BI DiI-HDL act	NSD2 inh	DAGLB inh	Cardiac RTF inh	Arrestin-AP2 inh	PvdQ acylase	SR-BI HDL uptake
# CCOC(=O)c1c(-c2ccc(OC)cc2)csc1/N=C/C1C(=O)CCCC1=O is listed with -0.6	-1	3	-13	0	3	-22	37	-12	13
# O=C(CCl)Nc1ncc(S(=O)(=O)c2ccc([N+](=O)[O-])cc2)s1 is listed with 0.6	-3	1	20	1	-1	-4	4	-11	-20

# This is a random part of the collection (roughly 2.1% active in at least one column).
